ABCB6 inh MLPCN: inhibitors of human ABC transporter ABCB6; Q9NP58; K562-ABCB6 porphyrin accumulation, flow cytometry, 1 h; hits give low values; fluorescence ratio to DMSO, % at 10 µM; 360,000 tested, 0.19% active; AID 602162;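 active = fluorescence ratio to DMSO below 75%, the collection mean minus 3 SD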;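 note: signal is porphyrin accumulated inside mitochondria; 100% equals median channel fluorescence of DMSO control wells; lower ratio means ABCB6 inhibition with less porphyrin fluorescence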
m5-HT2A agonist: mouse HTR2A agonism via beta-arrestin recruitment; 360,000 tested, 0.66% active; activation, % at 7.6 µM; P35363; CHO-K1 mHTR2A beta-arrestin complementation, luminescence; percent of 30 µM serotonin response;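 active = activation above a run cutoff, the mean activation of all tested compounds plus 3 SD, cut at about 14% in these data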;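 note: 0% = plate median of compound wells and 100% = 30 µM serotonin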
Target sequence (P35363 whole entry, looked up): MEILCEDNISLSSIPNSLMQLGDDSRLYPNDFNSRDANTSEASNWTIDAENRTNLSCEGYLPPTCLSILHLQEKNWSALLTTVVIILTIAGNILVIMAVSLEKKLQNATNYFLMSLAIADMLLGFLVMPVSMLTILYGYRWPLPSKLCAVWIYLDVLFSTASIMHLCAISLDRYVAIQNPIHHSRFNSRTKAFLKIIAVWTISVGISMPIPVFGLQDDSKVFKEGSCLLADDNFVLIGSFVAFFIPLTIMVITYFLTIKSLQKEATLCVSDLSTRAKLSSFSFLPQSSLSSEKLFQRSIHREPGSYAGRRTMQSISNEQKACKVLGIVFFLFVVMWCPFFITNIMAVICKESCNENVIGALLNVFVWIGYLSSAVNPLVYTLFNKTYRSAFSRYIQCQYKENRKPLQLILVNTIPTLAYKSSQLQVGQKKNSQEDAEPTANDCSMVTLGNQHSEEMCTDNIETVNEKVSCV
MC4R antag cAMP: antagonists of human melanocortin 4 receptor (MC4R). inhibition, % at 6.5 µM. P32245. AID 540295. MC4R-expressing cells, MTII-stimulated cAMP, LANCE TR-FRET. 360,000 tested, 0.48% active;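 active = inhibition above its plate's cutoff, the mean of tested wells on that plate plus 3 SD, cut at about 29% in these data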;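 note: 0% = Melanotan II alone and 100% = Melanotan II plus saturating MCL0020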
Target sequence (P32245 whole entry, looked up): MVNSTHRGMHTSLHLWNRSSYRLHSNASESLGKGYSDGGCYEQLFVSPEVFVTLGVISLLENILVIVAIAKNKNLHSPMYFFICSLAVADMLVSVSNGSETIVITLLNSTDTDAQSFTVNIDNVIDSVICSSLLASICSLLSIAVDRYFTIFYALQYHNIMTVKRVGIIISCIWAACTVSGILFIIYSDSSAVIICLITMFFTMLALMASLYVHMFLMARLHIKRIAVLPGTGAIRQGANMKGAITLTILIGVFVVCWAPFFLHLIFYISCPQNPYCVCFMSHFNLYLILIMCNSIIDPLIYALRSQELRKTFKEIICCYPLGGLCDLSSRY
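Test system: U2OS cells stably expressing human melanocortin 4 receptor (MC4R); also added: Melanotan II challenge; compound: 6.5 µM single dose; timing: 30-min compound preincubation, 1-h Melanotan II challenge, 1-h detection, room temperature; signal: Eu-cAMP/anti-cAMP TR-FRET, emission 671 nm; repeats: one well per compound, no replicates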
MC4R ag barr: human MC4R agonism via beta-arrestin. activation, % at 8.9 µM. P32245. 360,000 tested, 0.98% active. U2OS MC4R beta-arrestin complementation, luminescence; percent of melanotan II response, DMSO zero;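 active = activation above a per-plate cutoff, the mean activation of sample wells on that plate plus 3 SD, cut at about 8% in these data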
Cardio protect: protects H9c2 cardiomyocytes from peroxide injury. H2O2 injury protection, ATPLite, 2 h. protection from H2O2 cell death, % at 20 µM. 360,000 tested, 0.63% active;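 active = compounds giving at least 50% protection of heart cells from peroxide-induced death in the single-dose screen, raw or plate-pattern-corrected value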;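 note: 0% = DMSO wells with peroxide and 100% = DMSO wells without peroxide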
aDG glyco act: alpha-DG glycosylation activation | activation, % at 10 µM | 360,000 tested, 0.22% active | Pro5-aDG cells, alpha-DG glycosylation AlphaScreen (IIH6); 0% Pro5, 100% B10-LARGE cell signal;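 active = activation of at least 8% versus controls, or a plate z-score of at least 8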;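 note: Pro5 are CHO cells carrying HIG-tagged alpha-DG that lacks glycosylation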
Vif imaging: blocks HIV Vif function. HEK293T cells, Vif self-association by quenched fluorescence, imaging, 24 h. inhibition, % at 7.49 µM. 340,000 tested, 0.35% active. AID 602346; in the data active = inhibition above about 50%, passing the limit was not always enough; note: some results filed as inactive read as strong as hits
CaV13 ICDI inh: Disruptors of the CACNA1D IQ motif to Ca2+-dependent inactivation inhibitor domain association, primary screening, Förster resonance energy transfer in intact living … | HEK cells, CFP/YFP FRET ICDI-IQ, plate reader, 10 min; percent FRET-ratio fall versus neutral wells | inhibition, % at 12.3 µM | 340,000 tested, 0.098% active;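 active = mean replicate inhibition of at least 30% and at least 1% of replicates passing that level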;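 note: 0% = median of the neutral control wells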
PDI turbidity: blocks human protein disulfide isomerase activity | PDI insulin aggregation turbidity, A650, 90 min | inhibition, % at 10 µM | 350,000 tested, 0.052% active | P07237;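 active = mean inhibition across replicates of 30% or more, whatever share of single replicates reach that level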;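 note: absorbance from insulin aggregation driven by PDI reduction with DTT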
N-glyco inh: blocks N-linked glycosylation in D54 reporter cells. reporter increase, % at 12.5 µM. 360,000 tested, 0.23% active. D54 ERlucT glycosylation luciferase reporter, 24 h; percent of 100 nM tunicamycin response;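 active = mean luciferase reporter signal, scaled so untreated is 0 and the glycosylation-blocking control 100, at or above a set limit in every replicate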;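 note: luciferase carries N-glycosylation sites so blocking glycosylation raises the light; 0% = median of neutral control wells and 100% = median of 100 nM tunicamycin wells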
Starred values were filed as active, the others as inactive; . = not tested or not shown.

SMILES	ABCB6 inh MLPCN	m5-HT2A agonist	MC4R antag cAMP	MC4R ag barr	Cardio protect	aDG glyco act	Vif imaging	CaV13 ICDI inh	PDI turbidity	N-glyco inh
C=CCNC(=O)CN1c2cccc3cccc(c23)S1(=O)=O	97.0	5.0	9.8	-0.9	-3.4	0.1	-2.9	-2.3	-1.5	-0.9
N#Cc1nc(COc2ccc(Cl)cc2)oc1N1CCCCCC1	96.0	-6.9	7.4	0.6	-4.8	-0.7	8.0	-4.0	2.8	-1.0
CSc1sc(C#N)c2c1/C(=N\O)CCC2	93.0	0.2	-4.2	-2.9	4.5	0.0	-1.3	-4.9	2.4	0.3
C=CCNC(=S)NNC(=O)c1csc(CC)c1	95.0	1.0	-2.7	-0.8	4.4	-0.3	-0.7	-5.6	-13.3	3.1
CCOC(=O)CN(C(=O)CSc1nnc(-c2cccc(OC)c2)o1)c1ccc(F)cc1	89.0	0.4	9.5	-0.8	-4.1	-0.1	-15.0	-5.1	-2.2	1.9
COCC(C)n1c(SCC(=O)N2CCOCC2)nc2ccccc2c1=O (configuration not stated)	94.0	5.6	3.2	0.9	0.5	-0.3	6.9	-2.0	5.2	0.4
FC(F)(F)C1=CC(c2ccc(Br)cc2)=NCCN1	102.0	-7.0	0.7	-1.2	-12.4	-0.2	-0.6	-2.1	-4.3	-0.3
CCOc1ccc(CCNC(=O)COC(=O)c2c(OC)cccc2OC)cc1OCC	96.0	-3.3	3.3	-2.2	7.0	0.0	-9.3	-5.9	1.0	-2.2
CC1(C)CC(N2CCN(CCO)CC2)=CC(=S)N1	107.0	5.1	0.0	1.8	4.0	-0.2	-1.6	-4.3	-9.8	1.1
O=C(Nc1cccc(Cl)c1)c1cc(S(=O)(=O)N2CCOCC2)cs1	95.0	-1.1	16.6	-3.5	-10.9	0.3	.	-3.2	-4.7	1.3
Cc1ccc(Nc2nc(N)nc(CN3CCN(Cc4ccc5c(c4)OCO5)CC3)n2)cc1	87.0	-4.5	3.7	0.7	10.7	0.6	-2.0	-0.6	27.3	0.3
CC(C)C(OC(=O)c1cc2occc2n1C)C(=O)NCc1ccc2c(c1)OCO2 (configuration not stated)	95.0	0.2	1.0	1.0	1.8	0.0	1.1	-7.6	11.8	-0.8
COc1ccc(CCN2CNc3c(c(=O)n(C)c(=O)n3C)C2)cc1	102.0	8.5	6.5	-0.5	7.5	0.0	13.8	-3.5	19.1	2.2
CCOC(=O)C1CCN(c2ccc([N+](=O)[O-])cc2)CC1	97.0	-1.2	-5.2	1.9	0.6	0.7	-0.5	-16.1	11.8	1.0
Cc1ccc(S(=O)(=O)N2CCCCC2)cc1NC(=O)CCc1nc2ccccc2c(=O)[nH]1	96.0	-1.1	23.0	-0.4	25.9	3.6	-2.8	-6.3	4.9	1.2
CNC[C@@H]1Oc2c(NC(=O)Nc3ccc(F)cc3)cccc2C(=O)N([C@H](C)CO)C[C@@H]1C	96.0	0.1	5.2	1.8	-3.3	-0.1	2.0	-3.2	-6.3	0.6
C/C(CCC(C)C)=N\NC(=S)Nc1cc(S(=O)(=O)N2CCOCC2)ccc1N1CCOCC1	100.0	-2.9	-2.2	-1.3	-2.1	-0.2	-19.5	-9.7	0.9	-0.7
C=C1CCC(N(O)c2cc(C)on2)C(=C)CCC2C1CC2(C)C (configuration not stated)	97.0	1.5	0.1	2.6	-3.2	0.2	.	7.3	-6.8	0.8
COc1ccc(C(CNC(=O)c2oc3ccccc3c2C)N2CCCC2)cc1 (configuration not stated)	95.0	-9.4	-1.8	-0.3	7.2	-0.3	8.6	-5.2	6.3	-9.7
O=C(O)c1ccc(-c2ccc(OS(=O)(=O)c3ccccc3F)cc2)cc1	96.0	-4.0	14.8	-0.1	11.8	0.0	0.9	-1.7	6.9	-0.8
CCOC(=O)C1=C(COC(=O)C2(C)CC2(Cl)Cl)NC(=O)NC1c1ccccc1 (configuration not stated)	96.0	-1.1	10.2	-1.9	-0.9	-0.5	12.9	9.8	2.5	1.4
COc1ccc(-c2[nH]ncc2CNCCCSC)cc1F	99.0	-4.9	13.7	0.3	4.8	-0.1	6.5	-7.1	0.7	-1.8
O=S(=O)(NCc1ccco1)c1cccc(S(=O)(=O)N2CCCCC2)c1	79.0	0.2	6.0	-2.5	-0.9	0.3	4.8	-3.6	6.1	-1.5
COc1cc(CNC(=O)c2cc(-c3cc(OC)ccc3Cl)n[nH]2)cc(OC)c1	95.0	-1.9	-3.2	-0.1	-0.3	0.2	6.1	-6.3	2.6	3.4
COc1ccc(C(=O)c2cc(C(C)=O)c(Nc3ccccc3)s2)cc1	85.0	-1.7	-4.2	0.9	-16.0	-0.3	-1.2	-7.6	-10.8	-2.9
CCOc1ccc(S(=O)(=O)NCCC(=O)N2CCN(Cc3ccccc3)CC2)cc1	105.0	-0.3	9.8	-3.0	-2.2	-0.1	-8.1	-6.0	-0.7	0.6
CC(C)NC(=O)NS(=O)(=O)c1cnccc1NC1CC2CCC1C2 (configuration not stated)	93.0	-2.1	2.7	-0.8	13.0	-0.2	8.4	0.5	-3.0	0.8
Cc1ccc(C)c(N2CCN(CCCNC(=O)Cn3cc4c(n3)CCCCC4)CC2)c1	93.0	-7.0	1.2	0.6	4.6	0.4	-13.1	-1.9	.	-3.9
O=C(O)CCCN=CC1=C(O)CNC1=O	98.0	3.7	-1.7	-2.5	-0.9	-0.2	-5.6	-3.5	3.0	2.9
CC1=CC2=NC(=O)/C(=C\c3cccn3CCOc3ccccc3)C(=N)N2O1	103.0	-6.5	11.5	-3.0	4.4	-0.1	-5.7	-16.5	-2.7	-1.7

Single records, from the list above. Order of screens: ABCB6 inh MLPCN, m5-HT2A agonist, MC4R antag cAMP, MC4R ag barr, Cardio protect, aDG glyco act, Vif imaging, CaV13 ICDI inh, PDI turbidity, N-glyco inh
`CSc1sc(C#N)c2c1/C(=N\O)CCC2` as listed: 93.0, 0.2, -4.2, -2.9, 4.5, 0.0, -1.3, -4.9, 2.4, 0.3
`CC1=CC2=NC(=O)/C(=C\c3cccn3CCOc3ccccc3)C(=N)N2O1` as listed: 103.0, -6.5, 11.5, -3.0, 4.4, -0.1, -5.7, -16.5, -2.7, -1.7
`COc1ccc(CCN2CNc3c(c(=O)n(C)c(=O)n3C)C2)cc1` as listed: 102.0, 8.5, 6.5, -0.5, 7.5, 0.0, 13.8, -3.5, 19.1, 2.2
`Cc1ccc(Nc2nc(N)nc(CN3CCN(Cc4ccc5c(c4)OCO5)CC3)n2)cc1` as listed: 87.0, -4.5, 3.7, 0.7, 10.7, 0.6, -2.0, -0.6, 27.3, 0.3
`CNC[C@@H]1Oc2c(NC(=O)Nc3ccc(F)cc3)cccc2C(=O)N([C@H](C)CO)C[C@@H]1C` as listed: 96.0, 0.1, 5.2, 1.8, -3.3, -0.1, 2.0, -3.2, -6.3, 0.6

The list goes on.
SMILES	ABCB6 inh MLPCN	m5-HT2A agonist	MC4R antag cAMP	MC4R ag barr	Cardio protect	aDG glyco act	Vif imaging	CaV13 ICDI inh	PDI turbidity	N-glyco inh
O=C(O)[C@@H]1Cc2ccccc2N1	198.0	0.8	1.7	-0.2	-7.5	0.0	1.0	-0.3	6.0	4.5
CCc1noc(C)c1C(=O)OCC(=O)NC(=O)c1ccccc1OC	98.0	-2.3	-0.8	-1.8	8.9	0.0	1.1	-2.6	-1.1	-0.6
CCN(CC)CCCNC(=O)Cn1ccc2ccccc2c1=O	92.0	3.5	-0.7	0.1	5.6	0.0	8.5	-2.1	0.8	5.4
CCCCNCCOCCOc1ccc(F)cc1	98.0	-1.5	-0.6	-2.9	-4.2	0.4	5.7	.	4.9	-1.8
O=C(N/N=C/c1cccnc1)c1cccc(S(=O)(=O)N2CCCC2)c1	104.0	0.0	0.0	-1.6	-3.8	0.1	4.0	-5.1	5.0	1.9
CN(C)c1nc(OCCNC(=O)Nc2ccc(Cl)cc2)nc(N(C)C)n1	99.0	1.7	11.1	7.0	-3.3	0.0	-9.9	-4.8	-1.2	0.5
O=C(c1ccc2c(c1)N(Cc1cccc(Cl)c1)C(=O)c1ccccc1S2(=O)=O)N1CCN(c2ccccn2)CC1	100.0	0.1	15.1	0.1	-4.3	-0.2	-12.9	-6.1	4.0	-15.0
O=C(NNC(=O)c1ccccc1F)c1cccc(S(=O)(=O)N2CCc3ccccc32)c1	80.0	3.3	2.7	-1.2	-18.3	2.0	-31.7	-7.4	6.9	-1.0
Cc1ccc(SCC(=O)OCC(=O)N(C)CC(=O)Nc2ccc(F)cc2)cc1C	96.0	-8.1	1.2	-1.8	-1.7	0.3	5.2	-4.2	0.2	2.1
Cc1ccc(-c2csc(-c3c[nH]c4ccccc34)n2)c(C)c1	97.0	-6.5	-6.5	-1.9	-25.5	0.4	6.1	.	10.9	1.7
CC(C)Cc1nnc(NC(=O)CN2C(=O)C3CCCCC3C2=O)s1 (configuration not stated)	95.0	8.6	6.1	-1.9	1.2	-0.1	-3.3	-6.2	-0.7	3.3
CCCN1Cc2cccc(C(=O)NC3CCCC3)c2C1=O	96.0	6.8	1.2	-2.2	18.0	0.0	-9.0	0.7	-5.3	-1.0
CCn1c(=NC(=O)c2cccc(N3C(=O)CCC3=O)c2)sc2c(C)ccc(OC)c21	98.0	-1.1	13.8	0.6	24.7	0.1	0.5	-3.7	-2.7	2.7
CC(C)c1onc(C(=O)N2CCN(c3ccc(F)cc3)CC2)c1[N+](=O)[O-]	97.0	6.7	3.3	-3.4	-9.9	0.0	-1.9	.	2.1	2.2
CCN(c1ccccc1)S(=O)(=O)c1cc(NC(=O)CSc2n[nH]c(=O)[nH]c2=O)ccc1Cl	98.0	-2.6	12.9	-0.5	-3.7	-0.1	-1.8	-17.0	1.2	0.5
COc1ccc(NC(=O)CN(c2ccc(C)cc2)S(=O)(=O)c2c(C)nn(C)c2C)cc1	106.0	-1.2	0.6	0.7	3.6	-0.1	-4.3	-3.1	-1.5	-1.4
CCNC(=O)c1cc2c(c(-c3cccc(-c4cc5ccccc5o4)c3)n1)[C@H](CCO)N(C(=O)NC(C)C)C2	85.0	-0.1	.	.	.	-0.2	.	-6.8	.	.
CC1CCC(N2CCN(S(C)(=O)=O)CC2)CC1 (configuration not stated)	88.0	-0.5	-1.8	0.1	-1.4	0.4	4.8	-7.8	5.7	2.3
COCCN1Cc2cccc(C(=O)NC(C)c3cccs3)c2C1=O (configuration not stated)	98.0	-6.0	0.3	-0.2	2.9	-0.1	-2.8	-5.9	5.8	0.4
Cc1ccc2[nH]cc(CCNC(=O)/C=C/c3ccco3)c2c1	97.0	4.0	0.1	-0.8	0.8	0.1	-9.1	-14.7	-0.2	2.0
O=C1SC(c2ccccc2)=N/C1=C/c1ccco1	100.0	0.2	5.0	0.1	-7.1	0.1	.	-5.5	-1.1	1.1
Cc1ccc(C(=O)Nc2nc(-c3cc(Cl)sc3Cl)cs2)cc1	100.0	3.5	3.6	1.6	-7.3	0.0	-15.3	-3.5	-0.2	0.9
